NPC1 prom act – activates the NPC1 promoter; Huh7 NPC1 promoter luciferase reporter, 24 h; Potency, µM (series often up to 9.22 µM), inactives show top-dose activation, usual class: activators; actives 2.4% (n = 320,000); AID 485313;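 also: % of control where 0% means no effect; nearly all actives have a fitted effect of over 60% in size; reporter is driven by a mutant NPC1 promoter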
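Readout is luciferase luminescence, reflecting NPC1 promoter activation in stably transfected Huh7 cells after 24 h compound exposure at 37 °C in reduced-serum medium with 10% FBS.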
RORg inh – ROR gamma (mouse) transcription inhibition; P51450; actives 5.4% (n = 310,000); Drosophila S2 Gal4-RORgamma UAS-luciferase reporter, 20 h; Potency, µM (series often up to 53.6 µM), for the others: at the top dose activity change, negative = inhibition, hits mostly inhibitors; also: % is scaled to controls: 0 for no effect and ±100 for the full control effect; nearly all actives have a fitted effect of over 60% in size
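In this cell-based reporter format, copper sulfate (700 uM final) drives Gal4–ROR gamma fusion expression from a metallothionein promoter in Drosophila Schneider cells; compounds preincubated 1 hr, reporter read after 20 hr at ambient temperature.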
BRCA1 expr up – BRCA1 expression activation; Potency, µM (top dose mostly 46.1 µM), inactives show at the highest dose activation, hits mostly activators; actives 1.1% (n = 380,000); MCF7-BRCA1-FFLuc reporter, luminescence, 48 h; response scale: scaled: vehicle 0%, 10 µM genistein 100%; also: nearly all actives have a fitted effect of over 80% in size; some results filed as inactive show a strong effect at the top dose
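Cells: MCF7-BRCA1-FFLuc, 2000/well. Exposure: 48 h, 37 °C, 5% CO2. Read: luminescence, 15 min post-substrate. Controls: genistein 10 microM (maximal activation), DMSO (neutral).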
MBNL1 CUG block – MBNL1-poly(CUG) RNA binding inhibition | AID 2675 | TR-FRET MBNL1-His/biotin-(CUG)12 binding, 665/545 ratio | Potency, µM (top dose mostly 57.5 µM), without a hit: at the top dose activity change, negative = inhibition, actives largely listed as inhibitors | actives 0.036% (n = 280,000) | Q9NR56; active = well fitted inhibition curve with a large enough effect in the signal ratio, with a control signal flat, not every such curve was filed as active; inconclusive = small, poorly fitted or top-dose-only effect, or effect the other way, or a change in a side signal; inactive = no such curve, though single readings can be large or run the other way; the % refers to the signal ratio; also: % is scaled to controls: 0 for no effect and ±100 for the full control effect
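His-tagged MBNL1 binding to biotinylated (CUG)12 RNA was measured by TR-FRET using terbium anti-His antibody (0.055 ng/ul final) and streptavidin-XL665 (5 nM final). Compounds were titrated 92 nM to 58 uM; 60 min at room temperature.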
MLL CXXC-DNA inh – blocks binding of human MLL CXXC domain to DNA | Q03164 | MLL-CXXC / FITC-HOXA9 DNA fluorescence polarization | Potency, µM (doses to about 115 µM), for the others: at the top dose activity change, negative = inhibition, usual class: inhibitors | actives 0.037% (n = 290,000); active = well fitted inhibition curve with a large enough effect in the polarisation, with a control signal flat, not every such curve was filed as active; inconclusive = small, poorly fitted or top-dose-only effect, or effect the other way, or a change in a side signal; inactive = no such curve, though single readings can be large or run the other way; the % refers to the polarisation
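Steps: dispense CXXC domain solution (7 uM) → pin compounds or unlabeled HOX-A9 DNA control → 5 min ambient → add FLSN-HOX-A9 solution (50 nM) → spin → 30 min ambient → fluorescence polarization. Tris pH 7.5/NaCl/DTT/BSA buffer.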
p53 reactivation – mutant p53 re-activation in reporter cells | H1299 p53-A138V BP100-luciferase reporter, luminescence, 24 h | Potency, µM (highest dose often 92.2 µM), for the others: at the top dose activity change, positive = activation, usual class: activators | actives 0.063% (n = 320,000); also: % of control where 0% means no effect; nearly all actives have a fitted effect of over 45% in size
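p53-null H1299 cells stably carrying temperature-sensitive p53-A138V and a BP100-luciferase reporter were pinned with compounds (4-point, 1:5 series) and held 24 hrs at 37 deg C. Luminescence was read 10 min after detection reagent.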
FLuc modulator – counter-screen for miR-21 project: firefly luciferase inhibitors or activators; Potency, µM (highest dose often 57.5 µM), inactives show at the highest dose activity change, negative = inhibition, usual class: inhibitors; purified FLuc, Km substrates, luminescence inhibition; AID 588342; actives 6.9% (n = 360,000);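 also: plate controls were vehicle for no effect and reference inhibitor for full effect; nearly all actives have a fitted effect of over 55% in size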
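Biochemical qHTS of compounds, final roughly 60 µM downward over six points, against 10 nM purified firefly luciferase using Km concentrations of substrates (10 uM D-luciferin, 10 uM ATP) in Tris acetate pH 7.5 buffer; luminescence output.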
uPA surface inh – cell surface uPA generation inhibition | cell surface uPA generation assay, qHTS | Potency, µM (highest dose often 38.3 µM), for the others: at the top dose activity change, negative = inhibition, usual class: inhibitors | actives 0.31% (n = 330,000) | AID 540303; active = well fitted inhibition curve with a large enough effect; inconclusive = small, poorly fitted or top-dose-only effect; inactive = no such curve, though single readings can be large or run the other way; tested in mouse RAW 264.7 cells; also: % is scaled to controls: 0 for no effect and ±100 for the full control effect; nearly all actives have a fitted effect of over 55% in size
ELG1 genotoxic – induces genotoxicity in HEK293T cells with luciferase-tagged ELG1. HEK293T ELG1-luciferase reporter, luminescence, 16 h. AID 504466. actives 1.3% (n = 330,000). Potency, µM (titrated, usually from 46 µM), without a hit: at the highest dose activity change, positive = activation, most hits filed as activators; also: % of control where 0% means no effect; nearly all actives have a fitted effect of over 60% in size
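Genotoxic stress is detected as increased luminescence from luciferase-tagged ELG1 in HEK293T cells, measured with ONE-Glo after a 16 hr treatment at 37 °C.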
Gal4-VP16 FLuc – Gal4-VP16 reporter inhibition counter-screen; Drosophila S2 Gal4-VP16 UAS-luciferase, luminescence, 20 h; actives 3.5% (n = 310,000); Potency, µM (doses to about 53.6 µM), for inactives: at the top dose activity, negative = inhibition, usual class: inhibitors;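 also: Gal4-VP16 expression switched on by copper sulfate through the metallothionein promoter; % is scaled to controls: 0 for no effect and ±100 for the full control effect; nearly all actives have a fitted effect of over 50% in size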
Rab9 promoter act – activates the Rab9 promoter. Huh7 Rab9 promoter-luciferase reporter, luminescence, 24 h. Potency, µM (doses to about 9.22 µM), without a hit: at the highest dose activation, negative = inhibition, usual class: activators. actives 2.8% (n = 320,000). AID 485297; also: % of control where 0% means no effect; nearly all actives have a fitted effect of over 60% in size
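Measured in stably transfected Huh7 cells bearing a Rab9 promoter–luciferase construct: 24 h compound treatment at 37 °C, followed by luminescence detection.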
Starred values were filed as active, the others as inactive; ? = inconclusive; / = not tested or not shown; [ ] = dose if it differs, or a comment. Unless noted, calls follow the shape of the dose curve; as a rule, active = well fitted curve in the direction sought with a large enough effect; inconclusive = small, poorly fitted or top-dose-only effect, or another doubt; inactive = no such curve, though single readings can be large; an effect the other way counts as inactive or inconclusive. Potency is read from the fitted curve at half-maximal effect. This is a subset; count on the stated rates, not on these rows.

SMILES	NPC1 prom act	RORg inh	BRCA1 expr up	MBNL1 CUG block	MLL CXXC-DNA inh	p53 reactivation	FLuc modulator	uPA surface inh	ELG1 genotoxic	Gal4-VP16 FLuc	Rab9 promoter act
Nc1cc(C(=O)OCC(=O)N2CCCC2)ccc1Cl	17%	-1%	54%	0%	5%	20%	-8%	-4%	?	6%	18%
COc1cccc(-n2c(=O)n(Cc3ccccc3)c(=O)c3[nH]cnc32)c1C	0%	21%	0%	-4%	-2%	-2%	-10%	-1%	1%	10%	1%
Cc1ccc(C(=O)CCC(=O)NC2=NCCS2)cc1	1%	/	21%	/	/	9%	?	0%	0%	/	-10%
CS(=O)(=O)c1ccc(C(=O)NC2CCOC2=O)cc1 (configuration not stated)	-5%	-4%	-21%	-9%	1%	-3%	3%	/	3%	1%	0%
CCOC(=O)N1CCC(NC(=O)c2cc3sccc3n2CC)CC1	0%	32%	1%	-4%	1%	-19%	-7%	/	3%	-1%	2%
Cc1ccccc1OCC(=O)Nc1ccc2[nH]ncc2c1	?	27%	3%	1%	-1%	-35%[inhibitor]	?	7%	3%	?	-3%
O=C(c1ccc2c(=O)n(Cc3ccccc3Cl)c(=S)[nH]c2c1)N1CCCC1	-8%	11µM*	-10%	6%	1%	2%	2%	5%	0%	?	-6%
O=C1C(Cc2cccc([N+](=O)[O-])c2)SC(=Nc2ccccc2)N1c1ccccc1 (configuration not stated)	1%	24%	-46%	43%[activator]	?	-11%	16%	1%	-2%	0%	0%
COc1ccccc1OCC(=O)n1cc(C(=O)c2cc(Cl)cc(Cl)c2O)cn1	-2%	?	-17%	10%	-20%	-3%	2%	2%	-3%	?	-1%
Cc1ccccc1NC1=C(Cl)C(=O)OC1OC(=O)c1ccccc1C (configuration not stated)	-1%	45%	-42%	-4%	8%	-2%	-1%	-7%	-8%	-8%	-2%
Cc1cc(C(=O)N2CCN(S(=O)(=O)c3ccccc3F)CC2)c(C)o1	2%	13µM*	0%	-7%	3%	-1%	2%	-8%	0%	7%	-2%
CCc1ccc(OCC(=O)Nc2ccc(N3CCN(S(C)(=O)=O)CC3)cc2)cc1	0%	2%	-14%	7%	-4%	-1%	1%	1%	0%	-2%	9%
COc1cccc(C(=O)CC(C#N)c2ccc(F)cc2)c1 (configuration not stated)	0%	21%	1%	2%	30%[activator]	0%	-2%	-8%	-1%	-9%	-9%
COc1ccccc1-c1cc(C(F)(F)F)nc(N2CCCCC2)n1	0%	8%	-13%	-6%	-3%	6%	3%	/	-2%	-8%	-5%
CC1CCC(NC(=O)c2cc(Cl)nc3ccccc23)CC1 (configuration not stated)	25%	/	40%	/	/	22%	-15%	10%	9%	/	?
CCCCCOCC1CC(C/C(C)=N/Nc2nc(-c3ccccc3)cs2)C(=O)O1 (configuration not stated)	-5%	?	-30%	-6%	14%	0%	?	12%	13%	3%	-1%
O=C1CCCN1CCCNC(=S)Nc1ccc(F)c(Cl)c1	-2%	-4%	-7%	-5%	1%	?	1%	-3%	-1%	-15%	-3%
CC(=O)N1CCN(C(=O)CC2OC(=O)c3ccccc32)CC1 (configuration not stated)	-2%	-31%	-29%	3%	27%	-15%	8%	-5%	-3%	?	3%
COc1ccc(S(=O)(=O)NCc2cccnc2)c2ccccc12	0%	4%	-13%	4%	7%	2%	0%	0%	-2%	-18%	4%
CC(=O)C1=C(O)C(=O)N(c2cccnc2)C1c1cccc([N+](=O)[O-])c1 (configuration not stated)	0%	-2%	-3%	11%	-8%	3%	4%	5%	0%	2%	-3%
CN(CC1CCCN(CCc2cccc(C(F)(F)F)c2)C1)C(=O)c1ccc2nc[nH]c2c1 (configuration not stated)	-5%	-11%	-24%	-3%	2%	-3%	-2%	-7%	-5%	-5%	-4%
CC(=O)Nc1nc(-c2ccc(Cl)cc2)nc(C)c1C(C)=O	22%	30%	11%	25µM*	6%	?	-11%	1%	1%	5%	-2%
Cc1ccc(C(=O)OCC(=O)NCc2cccs2)c(C)c1	16%	11%	29%	0%	7%	20%	?	-2%	?	-2%	?
CCOC(=O)c1cccc(NC(=O)CN(c2ccc(OC)cc2)S(=O)(=O)c2c(C)noc2C)c1	2%	41%	-8%	2%	4%	-29%	-1%	-7%	-2%	-4%	2%
Cc1cc(C)c(NC(=O)c2ccc(S(=O)(=O)N3CCOCC3)cc2)c(C)c1	0%	4%	-8%	-3%	2%	9%	4%	10%	-9%	5%	-3%
(list continues)
SMILES	NPC1 prom act	RORg inh	BRCA1 expr up	MBNL1 CUG block	MLL CXXC-DNA inh	p53 reactivation	FLuc modulator	uPA surface inh	ELG1 genotoxic	Gal4-VP16 FLuc	Rab9 promoter act
Cc1cc(C)cc(NC(=O)COC(=O)COc2cccc3c2OC(C)(C)C3)c1	1%	/	0%	/	/	1%	-2%	1%	0%	/	-2%
COc1ccccc1CNC(=O)COC(=O)c1c(C)nn(-c2ccccc2)c1Cl	-6%	18%	-20%	-7%	20%	-4%	0%	14%	-4%	4%	4%
Cc1nc2ccccc2n1CC(O)c1ccccc1 (configuration not stated)	-4%	-1%	-2%	0%	1%	0%	-3%	-3%	-2%	-7%	3%
CCOc1ccc(NC(=O)CSc2nccn2C)cc1	21%	?	?	2%	4%	45µM*	?	-3%	?	11%	?
COCCCC1CCN(C(=O)C2CCC(=O)N(Cc3cccc(F)c3)C2)CC1 (configuration not stated)	-4%	12%	11%	-10%	5%	0%	1%	-3%	4%	-9%	2%
COC(=O)COc1ccc(C)cc1-n1nc2ccccc2n1	-1%	7%	-5%	0%	-4%	1%	-7%	-2%	0%	-10%	-4%
Cc1ccc(S(=O)(=O)N(CC(=O)N/N=C/c2cccc3c2OCCO3)c2ccccc2F)cc1	-2%	0%	-50%	-2%	10%	-1%	1%	5%	-11%	4%	1%
COc1ccc([C@H](C)NC[C@H](O)c2ccc(O)c(NC=O)c2)cc1	-10%	-1%	-2%	-5%	6%	1%	-2%	-23%	5%	2%	10%
Cc1ccc(C)c(NC(=O)CSc2nnc(-c3ccccc3C)o2)c1	-6%	-14%	-22%	9%	5%	18%	-2%	/	2%	-4%	1%
CC1CCc2c(C(=O)Nc3nccs3)csc2C1 (configuration not stated)	?	3.5µM*	13µM*	0%	-4%	?	4.8µM*	-1%	?	8.9µM*	?
CC(=O)n1nc(-c2ccc(C)cc2)nc1NCc1ccc(F)cc1	16%	36%	3.2µM*	-3%	9%	?	1%	1%	?	5%	?
CC(C(=O)Nc1ccc(F)cc1Cl)N1CCN(S(=O)(=O)c2cccs2)CC1 (configuration not stated)	-5%	/	-35%	/	/	2%	-1%	-24%	1%	/	0%
OCCC1CN(Cc2cccn2-c2nccs2)CCN1CCc1ccccc1 (configuration not stated)	0%	-9%	-10%	3%	-18%	-2%	-1%	-2%	-4%	0%	-11%
CCC1CCCCN1CCCNC(=O)Cn1cnc2sc(C)c(S(=O)(=O)N3CCC(C)CC3)c2c1=O (configuration not stated)	0%	-2%	3%	0%	-7%	-1%	-2%	0%	-1%	-2%	-6%
CCC1(CC)NC(=O)N(CC(=O)OCC(=O)Nc2ncc(Cl)cc2Cl)C1=O	-3%	/	-8%	/	/	-3%	4%	2%	12%	/	-3%
CC(C)NC(=O)NC(=O)COC(=O)c1cccc(S(=O)(=O)N2CCCCC2)c1	-2%	?	14%	-4%	27%	-2%	0%	0%	1%	0%	0%
COc1cccc2c1OC1(C)CC2NC(=O)N1Cc1ccccc1 (configuration not stated)	0%	24%	-1%	-1%	-9%	0%	-1%	2%	0%	6%	-7%
CCNC(=O)COc1cccc2ccccc12	-1%	-13%	6%	10%	-10%	-3%	-1%	-5%	-3%	-4%	0%
CSc1nc2ccccc2n1C(=O)NC1CCCCC1	8%	17%	10%	-2%	-8%	17%	1%	12%	9%	7%	23%
Cc1cc(C(=O)N/N=C/c2cccnc2)c2ccccc2n1	-6%	-3%	-50%	17%	6%	3%	-3%	/	-2%	-3%	0%

Compound activity deposited in PubChem by National Center for Advancing Translational Sciences (NCATS).
